SR-BI DiI inh – inhibitors of mouse SR-BI mediated HDL lipid uptake | ldlA[mSR-BI] CHO cells, DiI-HDL uptake fluorescence, 3 h | inhibition, % at 12.5 µM | 0.96% of 320,000 active | Q61009 | AID 488896;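 active means mean replicate inhibition of at least 70% and a set share of replicates each scoring 70 or more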;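 further: 0% = median of neutral control wells and 100% = median of positive control wells; values of inactives mirror those of a sister screen read the other way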
MITF TRPM1 HTS – increases MITF-driven TRPM1 promoter luciferase signal; 0.75% of 300,000 active; AID 588334; SK-MEL-5 TRPM1-promoter luciferase, 24 h; % of positive control, neutral wells = 0; activation, % at 12.5 µM;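 active means mean activation of at least 80% with every replicate also reaching 80%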;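 further: 0% = neutral control wells and 100% = parthenolide positive control wells; values of inactives mirror those of a sister screen read the other way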
HTR5A inv ctr – HTR5A inverse agonism, opioid heterodimer counter-screen. 0.083% of 340,000 active. inhibition, % at 9.3 µM. HTR5A cell line, luminescence; in the data active means inhibition mostly above about 23%, no sharp cut-off; inactive means mostly below about 18%;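 further: 0% = cells with DMSO and 100% = no-cell wells with DMSO; some compounds called inactive have numbers as strong as hits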
Target sequence (P47898 whole entry, looked up): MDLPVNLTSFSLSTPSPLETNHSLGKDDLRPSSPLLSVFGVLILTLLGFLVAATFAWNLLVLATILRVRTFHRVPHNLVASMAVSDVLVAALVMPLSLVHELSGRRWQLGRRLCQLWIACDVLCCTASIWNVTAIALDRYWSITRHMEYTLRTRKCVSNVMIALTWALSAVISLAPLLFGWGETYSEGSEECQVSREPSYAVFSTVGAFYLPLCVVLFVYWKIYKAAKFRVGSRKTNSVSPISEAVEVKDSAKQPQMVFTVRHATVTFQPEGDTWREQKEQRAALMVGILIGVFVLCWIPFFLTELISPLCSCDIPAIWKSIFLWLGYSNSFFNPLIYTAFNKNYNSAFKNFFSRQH
HTR5A ag – activates human HTR5A in OPRM1-OPRD1 agonist counter-screen; 0.61% of 340,000 active; P47898; AID 504692; HTR5A agonist assay, luminescence, cell-based; activation, % at 9.3 µM; in the data active means activation mostly above about 9.5%, no sharp cut-off; inactive means mostly below about 7.6%;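 further: 0% = cells with vehicle only and 100% = reference agonist; strong numbers were not always called active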
PvdQ acylase – blocks Pseudomonas aeruginosa PvdQ acylase activity; purified PvdQ acylase, fluorescence plate reader; inhibition, % at 10 µM; 0.063% of 340,000 active; in the data active means inhibition above about 30%, passing the limit was not always enough;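 further: 0% = vehicle neutral wells and 100% = reference inhibitor wells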
Wnt bcat act – Wnt/beta-catenin pathway activation | Wnt/beta-catenin reporter cell assay, activator, plate reader | activation, % at 9.35 µM | 1.2% of 300,000 active; in the data active means activation above about 30%, passing the limit was not always enough;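 further: 0% = neutral control wells and 100% = positive control wells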
NSD2 HMT inh – blocks human histone methyltransferase NSD2 | O96028 | 0.54% of 310,000 active | NSD2 peptide methylation, AlphaScreen, 120 min | AID 743445 | inhibition, % at 12.5 µM; in the data active means inhibition above about 50%
dFosB activator – activators of mouse delta FosB homodimer; P13346; purified delta FosB, TAMRA-CDK5 oligo fluorescence polarization; percent of positive-control signal above neutral wells; activation, % at 25 µM; 0.99% of 340,000 active; AID 493131;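 active means mean activation above about 17%, with every replicate also reaching it, limit read from the data, passing the limit was not always enough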;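 further: fluorescence polarization rise as delta FosB binds a TAMRA Cdk5 AP-1 oligo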
Target sequence (P13346 whole entry, looked up): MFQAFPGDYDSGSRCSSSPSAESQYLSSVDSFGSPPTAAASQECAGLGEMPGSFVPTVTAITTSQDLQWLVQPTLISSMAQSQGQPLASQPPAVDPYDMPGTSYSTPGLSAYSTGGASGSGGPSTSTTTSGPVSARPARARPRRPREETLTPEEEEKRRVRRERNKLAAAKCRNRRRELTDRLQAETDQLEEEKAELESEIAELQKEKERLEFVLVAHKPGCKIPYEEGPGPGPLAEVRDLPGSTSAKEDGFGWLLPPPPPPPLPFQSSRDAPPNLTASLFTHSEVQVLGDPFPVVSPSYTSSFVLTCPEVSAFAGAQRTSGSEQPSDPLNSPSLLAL
CDK5 p35 inh – inhibitors of human CDK5/p35 kinase | Q00535+Q15078 | Recombinant CDK5/p35, ADP-Glo luminescence, 60 min | inhibition, % at 10 µM | 0.01% of 330,000 active | AID 488839;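 active means highest replicate inhibition of at least 50% and at least 75% of replicates reaching 50%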;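 further: plate controls were DMSO neutral control for no effect and GW8510 at 10 µM for full effect; many of its hits are not listed in these tables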
V-ATPase pHluor – yeast V-ATPase proton transport regulation by pHLuorin; AID 504577; S. cerevisiae, pHLuorin cytosolic pH fluorescence; response, % at 10 µM; 0.37% of 350,000 active; in the data active means response mostly above about 7.3%, no sharp cut-off; inactive means mostly below about 5.4%; further: actives read high; inactives centre near 0; some compounds called inactive have numbers as strong as hits; reference of the scale not given here
Starred values were filed as active, the others as inactive; · = not tested or not shown; & = joins results of further samples.

no.	compound	SR-BI DiI inh	MITF TRPM1 HTS	HTR5A inv ctr	HTR5A ag	PvdQ acylase	Wnt bcat act	NSD2 HMT inh	dFosB activator	CDK5 p35 inh	V-ATPase pHluor
1	Cc1cccc(N2CCN(Cc3cnc(Cl)s3)CC2C)c1 (centres undefined)	-14	-13	14	0	-3	-3	2	1	1.2	-1
2	CCCn1c(C(C)Nc2nc(-c3ccc(C)cc3)cs2)nc2ccccc21 (centres undefined)	-18	-18	29	-3	6	-3	·	6	-1.2	4
3	CCOc1ccc(N(CC(=O)NCC2CCCO2)S(=O)(=O)c2ccc(Cl)cc2)cc1 (centres undefined)	-9	-5	0	-2	3	0	9	-7	-0.4	-2
4	COc1ccc(C(=O)C2CCCN(C(=O)COc3ccc(C(C)=O)cc3)C2)cc1F (centres undefined)	9	-3	4	-2	-12	-2	-5	-9	-0.4	-2
5	O=C(Nc1ncn[nH]1)c1ccc(Cl)c(S(=O)(=O)Nc2ccc(Cl)cc2)c1	-11	0	3	1	-3	-1	-2	-1	-0.2	3
6	Cc1c(NC(=O)c2noc3c2CCc2ccccc2-3)c(=O)n(-c2ccccc2)n1C	-8	11	-21	8	-11	1	·	-14	1.6	4
7	O=C(CNC(=O)c1cccc(N2C(=O)c3ccccc3C2=O)c1)Nc1ccc(F)c(F)c1	-7	-15	-4	1	-18	1	0	33*	-2.6	0
8	Cc1ccc2cc(NC(=O)CC(CC(=O)O)c3ccccc3)ccc2n1 (centres undefined)	-15	0	6	-2	-9	0	1	-2	0.6	2
9	CC(C)C(=O)NNc1nc2ccccc2s1	18	78	14	-5	-6	16	-1	-3	0.9	-3
10	C#CCSc1nnc(-c2ccc(OC)cc2)o1	-10	68	-6	2	5	38*	-3	1	0.4	-3
11	COc1cccc(N2CCN(C(=O)c3c(C)nn(-c4ccccc4)c3C)CC2)c1	-8	-13	-1	2	-15	-1	1	-8	-0.2	5
12	CC(C)(C)c1ccc(C(=O)Nc2ccc(Cl)cc2)cc1	15	99*	6	-2	5	15	·	-5	-0.2	-6
13	NS(=O)(=O)c1ccc(N2N=C(c3ccccc3)CC2c2cccc(Br)c2)cc1 (centres undefined)	9	-2	-18	5	-20	-1	·	-10	0.1	-2
14	C/C(N)=C(/C#N)C(=O)COC(=O)C1Cc2ccccc2CN1S(C)(=O)=O (centres undefined)	-16&23	-2	0&28	0&-11	7&-5	-1	-2&-3	-5&-6	-2.3&-3.2	-3&2
15	COc1ccc(Cl)cc1S(=O)(=O)N(C)CC(=O)NCc1ccccn1	·	-3	-8	4	-11	0	-3	-1	0.3	3
16	COCCN(C(=O)COC(=O)C1COc2ccccc2O1)c1c(N)n(Cc2ccccc2)c(=O)[nH]c1=O (centres undefined)	-22	3	1	0	1	-5	0	1	1.8	-3
17	Cc1cc(C)cc(NC(=O)N2CCCC2C(=O)Nc2ccc(-n3cnnn3)c(C)c2)c1 (centres undefined)	29	-12	-40	1	-14	·	-1	-8	1.0	-3
18	CC(C)c1ccc2occ(-c3nn[nH]n3)c(=O)c2c1	-24	-7	-2	1	-4	17	-2	-2	0.4	1
19	Cc1ccc(C(=O)NCc2nnc(SCC(=O)Nc3sc4c(c3C#N)CCCC4)n2C)cc1	48	-10	-3	1	1	·	-1	4	-2.7	-2
20	C=CCc1cccc2cc(C(=O)N3CCN(C(=O)c4ccco4)CC3)c(=O)oc12	-19	-2	-16	2	-10	·	-1	-4	-0.4	1
21	Cc1ccc(C(=O)Nc2cc(Cl)ccc2N2CCCCC2)s1	77*	-9	-7	3	-2	·	-1	-9	0.0	-1
22	COCCN(CC(=O)Nc1cccc(C)c1C)C(=O)c1cc(S(=O)(=O)N2CCCC2)ccc1C	-1	0	1	6	-18	3	0	-3	1.6	-8
23	COc1ccc(/C=N/NC(=O)c2c(C)nnn2-c2nonc2N)cc1OC	14	20	3	-2	-3	3	-2	6	-0.5	3
24	CCc1nccn1S(=O)(=O)c1cc(Br)ccc1OC	-12	11	-20	6	-7	-3	-1	-1	2.5	-1
25	NS(=O)(=O)c1ccc(C(=O)Nc2ccc(-c3nc4cccnc4s3)cc2)cc1	9	79	5	0	-10	-4	1	43*	-2.1	-8
26	OC(CNCCc1ccc(Cl)cc1)COc1ccc2ccccc2c1 (centres undefined)	-12	-1	-14	5	8	-5	-5	4	2.8	-2
27	Cc1ccc(-c2nc(CS(=O)CC(=O)NCc3ccccc3)c(C)o2)cc1 (centres undefined)	3	0	-39	11	6	-11	·	-6	-0.7	-6
28	C#Cc1ccc(C(=O)Nc2ccc(N3CCC(C)CC3)c(C(N)=O)c2)cc1	69	·	-20	-1	1	-3	-4	-2	2.3	0
29	O=C(NC1CCCC1)c1ccccc1-c1ccccc1	-8	-9	6	-2	-5	-5	-3	5	1.1	-2
30	NS(=O)(=O)c1ccc(NC(=O)CN2CCN(S(=O)(=O)c3ccc(F)cc3)CC2)cc1	-1	-5	4	3	11	3	1	1	0.7	-1
31	O=C1[C@H]2[C@@H](c3ccc(F)cc3)N3C(=O)N(c4cccc(Cl)c4)C(=O)[C@@]3(Cc3ccc(Cl)cc3)[C@H]2C(=O)N1C1CCCCC1	-37	-10	-1	1	-11	-9	·	-4	-1.8	3
32	CCOc1ccc2nc(SC3CC(=O)N(c4ccccc4)C3=O)sc2c1 (centres undefined)	-3	29	1	-3	-4	·	0	5	·	-1
33	Cc1sc(NC(=O)C2CCCCC2C(=O)O)c(C(N)=O)c1-c1ccccc1 (centres undefined)	-56	51	9	-3	3	·	1	-4	0.6	-2
34	CCNc1sc(C(=O)OCC)c(N)c1C#N	1	4	-11	1	-8	1	0	-4	-5.8	0
35	CCCOc1ccc(OCCSc2nnc(N)s2)cc1	8	60	7	3	-5	·	0	-2	-3.2	0
36	Cc1cc(C)c(C(=O)C(C)OC(=O)c2ccccn2)cc1C (centres undefined)	27	7	-24	-1	-9	-1	1	-4	0.4	-4
37	O=C(CCSc1nc(-c2ccco2)cc(C(F)(F)F)n1)N1CCCc2ccccc21	27	-3	-9	4	-7	·	-1	1	2.2	0
38	COCCN1C(=O)C(=O)/C(=C(/O)c2cccc(S(=O)(=O)N(C)C)c2)C12C(=O)N(C)c1ccccc12 (centres undefined)	-13	8	11	-4	-5	·	-4	1	1.2	-1
39	Cc1ccc(NC(=O)CCSc2nc(C)cc(C)n2)cc1	1	-1	7	-3	-11	·	-6	-16	0.1	-2
40	COc1ccc(S(=O)(=O)N(C)c2c(C)n(C)n(-c3ccccc3)c2=O)cc1OC	-21	2	-41	1	-3	·	·	3	2.6	-2
41	COc1ccc(-c2cc(C(F)(F)F)n3nc(C(=O)Nc4c(C)n(C)n(-c5ccccc5)c4=O)cc3n2)cc1	80*	-8	5	-2	-6	-1	-2	-6	0.6	-2
42	COc1ccc(Nc2nc(N)nc(CSC(=S)N3CCCCC3)n2)cc1	18	10	-6	2	3	4	·	-6	0.6	2
43	Cc1cc2[nH]cnc2c([N+](=O)[O-])c1C	-1	-6	19	4	-9	-1	-1	1	-0.2	4
44	Cc1ccc(NC(=O)CSc2nnc(-c3cnccn3)n2-c2ccccc2)cc1	28	0	-14	-1	14	·	-2	9	-1.0	16*
45	CC1CCc2[nH]c3ccc(C(=O)N(C)CC(=O)Nc4ccccc4C(F)(F)F)cc3c2C1 (centres undefined)	36	18	2	-1	-9	2	5	-19	0.3	-1
46	CCCn1c(SCC(=O)c2[nH]c(C)c(C(C)=O)c2C)n[nH]c1=O	12	-6	-2	1	-4	0	-1	0	-1.0	8
47	O=C(Cc1ccc(Cl)cc1)NC1CCS(=O)(=O)C1 (centres undefined)	4	-2	15	-1	-9	-1	-2	0	-1.7	0
48	O=C(NCc1nc2ccccc2[nH]1)C1CCCCC1	-20	-1	23	2	-5	0	-2	-5	-1.4	-1
49	O=C1CC(c2ccccc2)Cc2nc(N3CCc4ccccc4C3)ncc21 (centres undefined)	-11	·	14	-5	9	·	1	-13	-0.8	-4
50	Cc1cccc(N=c2c([N+](=O)[O-])nn(-c3ccc(Cl)cc3)n2O)c1	4	6	6	-2	-8	6	1	1	0.2	-1
51	CNC(=O)c1cc(Nc2nnc(C)c3ccccc23)ccc1OC	-4	4	18	1	-18	·	0	1	-0.5	-6
52	O=C(CCN1C(=O)c2ccccc2C1=O)Nc1sc2c(c1C(=O)NCc1ccco1)CCCC2	50	·	7	-3	-7	-8	2	-8	0.0	3
53	O=c1cc(N2CCN(c3ccccc3Cl)CC2)[nH]c(=O)n1Cc1ccc(F)cc1	21	-27	-26	-3	3	-7	1	-3	-1.2	1
54	COC(=O)C1=C(C)OC(N)=C(C#N)C1c1c(C)nn(-c2ccccc2)c1Cl (centres undefined)	3	8	2	7	2	0	2	-4	1.2	2
55	CCN1C(=O)CS/C1=C(\C#N)S(=O)(=O)c1ccccc1	-24	·	-7	-3	-3	·	3	1	-0.2	3
56	O=C(COC(=O)C1CC1)c1c[nH]c2ccccc12	-1	63	17	4	-6	·	-7	-12	1.1	-2
57	O=C(Nc1ccc(Oc2cccnc2)cc1)C1CCN(Cc2ccc(F)cc2)CC1	3	-4	-4	-2	4	1	4	-3	-1.1	-7
58	O=C(CN1C(=O)S/C(=C\C=C\c2ccccc2)C1=O)Nc1cccc(O)c1	17	52	0	0	3	24	0	-3	0.4	1
59	O=C(c1cc(-c2cccs2)on1)N1CCN(c2ccccc2)CC1	1	7	-4	0	10	6	-2	-4	1.5	-4
60	Cc1ccc(NC(=O)CSCC(=O)Nc2cc(S(=O)(=O)N3CCOCC3)ccc2OC(C)C)cc1	-14	-1	12	-3	2	-3	0	-5	-2.9	0

(cont.)
no.	compound	SR-BI DiI inh	MITF TRPM1 HTS	HTR5A inv ctr	HTR5A ag	PvdQ acylase	Wnt bcat act	NSD2 HMT inh	dFosB activator	CDK5 p35 inh	V-ATPase pHluor
61	O=C(COC(=O)c1cccc(S(=O)(=O)N2CCc3ccccc32)c1)NC1CCS(=O)(=O)C1 (centres undefined)	7	4	-12	0	-15	·	1	-8	-0.2	0
62	Cc1ccc(N2CC(C(=O)NCCS(=O)(=O)N3CCN(c4ccc(F)cc4)CC3)CC2=O)cc1 (centres undefined)	0	-8	1	-2	-16	1	-4	9	0.5	3
63	Cc1ccc(CNC(=O)c2ccccc2-n2cnnn2)cc1	·	-4	13	4	4	-9	-5	2	-1.4	-1
64	COc1ccc(-c2noc(CCC(=O)Nc3cccc(C)c3)n2)cc1	-20	·	3	1	-1	-1	0	-8	-0.1	2
65	CCOc1[nH]n(-c2ccccc2)c(=O)c1C=Nc1ccc(F)cc1F	37	-14	-6	0	-12	-2	40	-1	1.1	-2
66	COC(=O)c1sc2ncccc2c1OCc1cccc(Cl)c1	39	·	2	5	-18	0	-1	-19	1.9	1
67	O=C(CCn1nnc2ccccc2c1=O)N[C@H](C(=O)O)c1ccccc1	-11	·	0	-4	-5	-8	2	1	-0.1	1
68	O=C1Cc2cc(O)ccc2O1	1	-3	18	-5	-15	-4	-1	10	0.7	1
69	COc1cccc(-c2cc(C(=O)NCC3CCCO3)on2)c1 (centres undefined)	3	41	-19	10	-18	11	-2	-6	0.7	-2
70	Cn1c(=O)[nH]c(=O)c2c1nc(CN1CCN(c3cccc(Cl)c3)CC1)n2CCc1ccccc1	-17	1	6	3	1	·	-1	8	-3.1	-1

Assay outcomes: PubChem BioAssay, several laboratories
